Compound activity from PubChem.
POLB inh = qHTS Assay for Inhibitors of DNA Polymerase Beta; P06746; Pol beta primer extension/strand displacement, fluorescence kinetic; Potency, µM (titrated, usually from 114 µM), inactives show at the top dose activity change, negative = inhibition, most hits filed as inhibitors; hit rate 1.3% among 340,000; AID 485314, 2010; further: potency means the concentration at half of the fitted maximal effect; on the % scale 0 is the no-effect control and ±100 the full control effect
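Curves were derived by four-parameter Hill fits of normalized qHTS data. The kinetic fluorescent primer-extension read was taken at 0 and 10 min after 50 nM substrate, following a 15 min room-temperature preincubation of 10 nM enzyme with compounds.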
Pol iota inh = qHTS for Inhibitors of Polymerase Iota; hit rate 1% among 390,000; DNA polymerase iota (Homo sapiens), Q9UNA4; Potency, µM (series often up to 115 µM), inactives show at the top dose activity, negative = inhibition, actives largely listed as inhibitors; Pol iota fluorescent replication assay, 10 min; further: potency means the concentration at half of the fitted maximal effect
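Pol iota at 10 nM preincubated 15 min with compounds at room temperature; reaction started with fluorescent substrate, 50 nM final. Fluorescence read kinetically at 0 and 10 min; buffer-only wells as negative control.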
APE1 inh = qHTS Assay for Inhibitors of the Human Apurinic/apyrimidinic Endonuclease 1 (APE1) | DNA repair nuclease/redox regulator APEX1 (Homo sapiens), P27695 | Potency, µM (series often up to 65.8 µM), for inactives: at the highest dose activity change, negative = inhibition, actives largely listed as inhibitors | recombinant APE1, TAMRA/BHQ-2 abasic DNA cleavage fluorescence | hit rate 0.35% among 350,000;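 further: potency means the concentration at half of the fitted maximal effect; plate controls were vehicle for no effect and reference inhibitor for full effect; nearly all actives have a fitted effect of over 55% in size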
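APE1 at 0.75 nM preincubated 15 min at room temperature with compound. Reaction then started with 50 nM double-stranded THF-abasic substrate labelled with TAMRA/BHQ-2, and 525/598 nm fluorescence read kinetically. Activity taken as third-minus-first read difference, normalized to DMSO and NSC13755 controls.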
ERG Ets-DNA blk = qHTS for Small Molecule Inhibitors of the ERG Ets/DNA interaction; fluorescence polarization, His-ERG Ets domain / labelled DNA; Transcriptional regulator ERG (Homo sapiens), P11308; AID 624246, 2012; hit rate 0.028% among 370,000; Potency, µM (titrated, usually from 76.9 µM), inactives show top-dose FP activity, negative = inhibition, actives largely listed as inhibitors; active means well fitted inhibition curve with a large enough effect in the polarisation, with a control signal flat; inconclusive means small, poorly fitted or top-dose-only effect, or effect the other way, or a change in a side signal; inactive means no such curve, though single readings can be large or run the other way; the % refers to the polarisation;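 further: polarization taken with two DNA probes labelled with fluorescein and Texas red; potency means the concentration at half of the fitted maximal effect; % of control where 0% means no effect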
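His-tagged ERG Ets domain (1 uM in the protein solution; 300mM KCl, 50mM Tris-HCl, 1mM EDTA, 1mM DTT, pH 7.5) received compound, then a probe mix of 5 nM fluorescein-DNA and 100nM Texas-615-DNA. Fluorescence polarization was read for both dyes.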
12-LOX inh = Primary qHTS assay for inhibitors of human arachidonate 12S-lipoxygenase (ALOX12): Round 2; Polyunsaturated fatty acid lipoxygenase ALOX12 (Homo sapiens), P18054; purified 12hLO, xylenol orange hydroperoxide absorbance; Potency, µM (titrated, usually from 108 µM), for inactives: at the top dose activity change, negative = inhibition, hits mostly inhibitors; hit rate 1.1% among 580,000; AID 1671190, 2021; further: potency means the concentration at half of the fitted maximal effect; on the % scale 0 is the no-effect control and ±100 the full control effect
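Hydroperoxide product was detected by ferrous iron/xylenol orange as the 573 to 405 nm absorbance ratio. Arachidonic acid at 40 uM (final) was turned over for 30 min at room temperature by 150 nM human 12hLO, pH 7.0 Hepes buffer, after 15 min compound preincubation.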
TRHR agonist = qHTS for Small Molecule Agonists and Allosteric Enhancers of Human TRH Receptor: Primary Screen for Agonists; hit rate 0.18% among 360,000; Thyrotropin-releasing hormone receptor (Homo sapiens), P34981; activation, % at 2 µM; AID 493084, 2011; TRHR cells, calcium flux fluo-8, FDSS agonist mode; in the data active means activation above about 30%; further: 0% is about no effect
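TRHR-expressing cells loaded with fluo-8 calcium dye; 23 nL library compound pin-transferred, kinetic FDSS fluorescence (Ex 480/Em 530) recorded about 180 s for agonist-induced calcium release, before a 10 nM TRH EC20 addition for potentiator mode.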
Pol kappa inh = qHTS for Inhibitors of Polymerase Kappa; DNA polymerase kappa (Homo sapiens), Q9UBT6; purified Pol kappa, fluorescent DNA synthesis assay, 10 min; Potency, µM (series often up to 107 µM), inactives show top-dose activity, negative = inhibition, usual class: inhibitors; hit rate 0.53% among 400,000; further: potency means the concentration at half of the fitted maximal effect; on the % scale 0 is the no-effect control and ±100 the full control effect
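Fluorescent qHTS in 1536-well format: enzyme (10 nM) and compound sat 15 min at room temperature before 50 nM substrate (final) was added. Signal taken at 0 and 10 min; no-enzyme buffer wells were negative controls.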
BLM inh = qHTS Assay for Inhibitors of Bloom's syndrome helicase (BLM); RecQ-like DNA helicase BLM (Homo sapiens), P54132; recombinant BLM DNA unwinding, fluorescence dequenching; Potency, µM (doses to about 56.1 µM), for the others: at the highest dose activity change, negative = inhibition, most hits filed as inhibitors; hit rate 0.2% among 350,000; AID 2528, 2010;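 further: potency means the concentration at half of the fitted maximal effect; plate controls were vehicle for no effect and no enzyme for full effect; nearly all actives have a fitted effect of over 35% in size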
Target sequence (P54132 whole entry, looked up): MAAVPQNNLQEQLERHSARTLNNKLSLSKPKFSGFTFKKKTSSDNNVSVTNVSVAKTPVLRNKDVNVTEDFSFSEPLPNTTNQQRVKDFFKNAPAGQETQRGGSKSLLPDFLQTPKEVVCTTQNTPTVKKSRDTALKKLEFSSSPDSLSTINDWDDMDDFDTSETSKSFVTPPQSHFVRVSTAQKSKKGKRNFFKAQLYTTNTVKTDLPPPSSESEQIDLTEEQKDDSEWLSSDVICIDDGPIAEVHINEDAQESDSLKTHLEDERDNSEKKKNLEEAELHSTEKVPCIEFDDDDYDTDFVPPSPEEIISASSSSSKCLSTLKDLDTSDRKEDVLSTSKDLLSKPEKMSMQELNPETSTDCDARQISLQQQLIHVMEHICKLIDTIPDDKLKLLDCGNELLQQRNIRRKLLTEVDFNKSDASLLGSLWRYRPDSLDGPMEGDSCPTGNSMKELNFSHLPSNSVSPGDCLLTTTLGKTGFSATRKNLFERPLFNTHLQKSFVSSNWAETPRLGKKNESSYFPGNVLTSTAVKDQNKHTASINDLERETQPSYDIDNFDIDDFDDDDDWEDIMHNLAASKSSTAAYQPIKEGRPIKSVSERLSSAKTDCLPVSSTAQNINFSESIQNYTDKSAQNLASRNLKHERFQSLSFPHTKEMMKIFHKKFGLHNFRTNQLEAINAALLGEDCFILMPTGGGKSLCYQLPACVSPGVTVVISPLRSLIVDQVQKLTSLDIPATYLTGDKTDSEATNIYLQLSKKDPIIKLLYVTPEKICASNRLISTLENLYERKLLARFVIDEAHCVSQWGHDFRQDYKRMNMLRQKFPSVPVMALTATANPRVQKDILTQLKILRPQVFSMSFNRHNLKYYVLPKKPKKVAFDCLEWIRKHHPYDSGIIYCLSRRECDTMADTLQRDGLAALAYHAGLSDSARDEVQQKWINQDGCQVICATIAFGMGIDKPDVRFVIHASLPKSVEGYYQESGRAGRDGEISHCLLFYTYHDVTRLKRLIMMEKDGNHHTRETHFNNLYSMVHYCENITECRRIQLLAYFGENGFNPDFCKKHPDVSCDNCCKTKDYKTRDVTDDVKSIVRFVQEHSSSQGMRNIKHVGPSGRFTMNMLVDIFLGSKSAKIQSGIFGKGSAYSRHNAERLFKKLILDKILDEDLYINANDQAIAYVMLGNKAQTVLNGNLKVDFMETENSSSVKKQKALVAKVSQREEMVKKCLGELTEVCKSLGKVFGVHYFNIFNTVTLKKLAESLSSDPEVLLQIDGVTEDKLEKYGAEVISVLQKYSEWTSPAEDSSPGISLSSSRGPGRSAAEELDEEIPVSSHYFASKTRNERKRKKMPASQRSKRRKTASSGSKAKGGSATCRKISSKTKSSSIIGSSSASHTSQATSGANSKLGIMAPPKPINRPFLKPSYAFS
Apoferritin bind = qHTS Assay for Identification of Novel General Anesthetics; Ferritin light chain (Equus caballus), P02791; Potency, µM (titrated, usually from 77.5 µM), for inactives: top-dose activity change, negative = displacement, actives largely listed as inhibitors; hit rate 0.074% among 350,000; apoferritin/1-aminoanthracene competitive binding, fluorescence; further: potency means the concentration at half of the fitted maximal effect; on the % scale 0 is the no-effect control and ±100 the full control effect; nearly all actives have a fitted effect of over 20% in size
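In PBS, apoferritin at 10 uM is loaded with 1-AMA from a 50% saturated solution. After 10 min of compound exposure at ambient temperature, reduced 535 nm fluorescence indicates probe displacement.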
* hit, by the source's call; ? = inconclusive; / = not tested or not shown; & = joins results of further samples; [ ] = dose if it differs, or a comment. Unless noted, the call rests on the fitted dose curve; in most records, active means well fitted curve in the direction sought with a large enough effect; inconclusive means small, poorly fitted or top-dose-only effect, or another doubt; inactive means no such curve, though single readings can be large; an effect the other way counts as inactive or inconclusive. These rows are one share of the data; count on the stated rates, not on these rows.

mol	TRHR agonist	BLM inh	APE1 inh	POLB inh	Pol iota inh	ERG Ets-DNA blk	Apoferritin bind	12-LOX inh	Pol kappa inh
O=C(COc1ccc([N+](=O)[O-])cc1)Nc1nnc(-c2cccnc2)s1	-0.3	16µM*	?	16µM*	18µM*	-2%	3%	?	?
CCOC(=O)c1cnc(SCC(=O)Nc2cc(C(F)(F)F)ccc2N2CCOCC2)nc1N	-0.3	1%	2%	18%	13%	15%	15%	0%	-9%
COc1ccc(CN(C)C(=S)Nc2ccc(Cl)cc2)cc1	-0.1	-12%	3%	26%	?	4%	-15%	-13%	-1%
COc1ccc(-c2ccc3c(c2)S(=O)(=O)c2cccc(C(=O)NC4CCCCC4)c2C3=O)cc1OC	0.7	/	4%	/	1%	-12%	/	/	-26%
NC(=O)c1c(NC(=O)c2ccccc2C(=O)O)sc2c1CCCC2	0.4	-2%	-7%	22%	88%[activator]	17%	-3%	-8%	-2%
COc1ccccc1C(=O)N/C(=C\c1ccc(Br)cc1)C(=O)NCC(=O)O	-0.6	-2%	-4%	3%	44%[activator]	-9%	-5%	-22%	-16%
Cc1cc(-c2nnc(CCC(=O)NC(C)c3ccccc3Cl)o2)no1 (stereo not given)	-0.2	-4%	-2%	1%	95%[activator]	-9%	-11%	-15%	-2%
CC(C)(C)c1ccc(C(=O)c2c[nH]c(C(=O)NCCCn3ccnc3)c2)cc1	0.7	-3%	-4%	?	2%	2%	?	0%	0%
CCCCOC(=O)C1=C(C)Nc2ncnn2C1c1ccc(OCC)c(OC)c1 (stereo not given)	-0.1	-3%	-4%	4%	16%	3%	-4%	-33%	-22%
O=C(CSc1ncccn1)N1CCN(C(=O)CSc2ncccn2)CC1	-0.7	5%	3%	36%	18%	5%	-9%	18%	-3%
CCN(C(=O)c1nn(-c2ccc(OC)c(Cl)c2)c(=O)c2c1c1ccccc1n2C)c1cc(OC)ccc1OC	0.1	-9%	/	-1%	19%	-4%	-6%	-8%	1%
Cc1cc(C)cc(N(CCC#N)C(=O)CSc2ncnc3sccc23)c1	1.3	/	16%	/	0%	-6%	/	-24%	-13%
CN1CCN(C(=O)c2ccc3c(=O)n(Cc4ccc(Cl)cc4)c(=S)[nH]c3c2)CC1	1.2	-2%	-1%	-5%	5%	4%	?	-18%	-12%
COc1ccccc1CNC(=O)CCN1C(=O)COc2ccccc21	-0.4	-5%	-3%	8%	3%	-4%	-5%	1%	-5%
Cc1nn(C)cc1C(=O)/C=C/c1ccc([N+](=O)[O-])cc1	0.0	-3%	1%	?	?	3%	-6%	4%	-14%
N#CC1=C(N)Oc2n[nH]c(CSc3ccccc3)c2C12C(=O)Nc1ccccc12 (stereo not given)	1.3	-7%	1%	-3%	4%	/	-5%	-10%	-6%
O=C(NNC(=O)c1cccc(C(F)(F)F)c1)c1ccncc1	0.4	-2%	-9%	0%	90%[activator]	7%	4%	0%	-12%
CCCC12CN3CC(C)(CN(C1)C3c1ccco1)C2=O (stereo not given)	0.8	-8%	4%	8%	96%[activator]	0%	-3%	-7%	-15%
CCCCCC1CC(=O)N(Cc2ccccc2)C(=O)N1 (stereo not given)	-0.7	2%	-4%	17%	5%	-1%	-10%	5%	-12%
Cc1ccc(-n2ncc3c(NCCCN(C)C)ncnc32)cc1Cl	0.9	40%[activator]	/	37%	26%	0%	2%	?	-3%[60.1 µM]
Cc1ccc(N2CN(CCc3ccccc3)CNC2=S)cc1	-0.3	-4%	14%	45%	20%	1%	6%	0%	0%
O=C(N/N=C/c1cccs1)C(O)c1ccccc1 (stereo not given)	-0.2	-4%	-2%	21%	?	0%	-1%	10%	-17%
Cc1cccc(C)c1NC(=O)Cn1c(=O)n(CCC(=O)NCc2ccccc2Cl)c(=O)c2sccc21	0.5	-10%	/	-28%	-18%	8%	-7%	?	3%
CCOC(=O)c1sc(NC(=O)Cc2ccc(F)cc2)nc1C	4.0	-2%	3%	-26%	130%[activator]	-4%	-17%	0%	-9%
[O-]/[N+](=C\c1cccc(Br)c1)c1ccccc1	0.0	-1%	8%	-11%	4%	16%	-7%	?	0%

One compound at a time (already shown):
Cc1ccc(N2CN(CCc3ccccc3)CNC2=S)cc1 in the list: TRHR agonist: -0.3; BLM inh: -4%; APE1 inh: 14%; POLB inh: 45%; Pol iota inh: 20%; ERG Ets-DNA blk: 1%; Apoferritin bind: 6%; 12-LOX inh: 0%; Pol kappa inh: 0%
Cc1cc(C)cc(N(CCC#N)C(=O)CSc2ncnc3sccc23)c1 in the list: TRHR agonist: 1.3; BLM inh: /; APE1 inh: 16%; POLB inh: /; Pol iota inh: 0%; ERG Ets-DNA blk: -6%; Apoferritin bind: /; 12-LOX inh: -24%; Pol kappa inh: -13%

Carrying on.
mol	TRHR agonist	BLM inh	APE1 inh	POLB inh	Pol iota inh	ERG Ets-DNA blk	Apoferritin bind	12-LOX inh	Pol kappa inh
Cc1ccc(/C(O)=C2\C(=O)C(=O)N(C)C2c2cccc([N+](=O)[O-])c2)cc1 (stereo not given)	-1.8	-7%	34%	?	19%	6%	-10%	?	7%
CC(C)(C)c1ccc(NC(=O)COC(=O)CCN2C(=O)c3cccc([N+](=O)[O-])c3C2=O)cc1	0.2	-13%	9%	49%	?	17%	-8%	3%	1%[60.1 µM]
CN1CCN(c2ccccc2NC(=O)COc2ccc(C3CCCCC3)cc2)CC1	-0.4	-6%	4%	?	-5%	-3%	-12%	-15%	-6%
COc1ccc(C2=CCCCCC2)c(OC)c1OC	/	/	/	/	49%[activator]	4%	/	-20%	-6%
CN(c1ccc(C(=O)NC2CCCC2)cc1)S(=O)(=O)c1ccccc1	-1.1	0%	32%	1%	14%	4%	4%	-9%	-1%
CCCCCOc1ccccc1Cn1c(=O)oc2ccc(C)cc21	1.3	-4%	/	28%	-8%	-1%	69%[activator]	3%	-21%
COc1cc(Br)cc(Br)c1OCC(=O)N/N=C/c1c(C)n(C)n(-c2ccccc2)c1=O	-1.0	-5%	-16%	11%	35%[activator]	3%	-17%	451%[activator]	-11%
Cc1ccc(C(=O)COC(=O)c2cnccn2)cc1	-0.5	-2%	-2%	?	3%	-2%	-15%	0%	-11%
CCc1nc2nc(C)cc(Nc3ccc(Br)cc3F)n2n1	-0.5	0%	/	12%	23%	6%	28%	?	13%
Cc1ccccc1OCCn1c(CCNC(=O)C(C)(C)C)nc2ccccc21	-0.5	-1%	/	7%	9%	7%	2%	-14%	-5%
Cc1ccc(NC(=O)[C@@H](CC(C)C)NC(=O)[C@@H]2Cc3ccccc3CN2)cc1	0.2	-3%	23%	-11%	17%	-19%	0%	0%	-6%
O=C(Nc1ccc(Cl)cc1)C(c1ccccc1)N(CCO)CCO (stereo not given)	-0.1	0%	-6%	10%	29%	-9%	-11%	-30%	-9%
CCOC(=O)c1cnc2ccc(Cl)cc2c1NCCN(C)C	-0.5	86%[activator]	6%	-4%	0%	-5%	-11%	?	-1%
CCCCNC(=O)C(c1ccc(OCC(=O)OC)c(C(=O)OC)c1)N(CCc1ccccc1)C(=O)CCCCCN1C(=O)NC(c2ccc(-c3ccccc3)cc2)C(C(=O)OCc2ccccc2)=C1C (stereo not given)	-0.6	-9%&-4%	15%&-7%	5%	/	/	13%&-1%	/	/
Cc1ccc(NC(=O)CN2C(=O)CC(C)Sc3ccccc32)c(C)c1 (stereo not given)	-0.4	-1%	/	0%	6%	-6%	2%	-10%	-5%
CCc1ccc(S(=O)(=O)c2nnn3c2nc(Nc2ccc(C)c(Cl)c2)c2sccc23)cc1	0.1	-7%	/	-17%	33%[activator]	2%	0%	-21%	2%
C=CCNC(=S)N/N=C/c1cn(C)c2ccccc12	0.0	-2%	-6%	7%	132%[activator]	2%	-3%	48%	-7%
Cc1ccc(OC(=O)CCC(=O)Oc2ccc(C)cc2C)c(C)c1	/	/	/	/	12%	12%	/	-5%	-1%
C=CCn1c(CSCc2ccccc2)nnc1SCC(=O)NCc1ccccc1	/	-4%	4%	67%	-13%	8%	-11%	0%	-2%
CC(=O)c1ccc(Nc2nc3ccccc3nc2-n2nc(C)cc2C)cc1	2.0	-2%	/	-16%	16%	0%	3%	6%	-10%
CC(C)c1nnc(SCC(=O)NCc2ccco2)n1C	0.7	-6%	-15%	-1%	?	1%	-3%	-21%	-13%
COc1ccc(C(=O)N/N=C/c2cc3ccccc3[nH]c2=O)cc1	-0.1	-11%	-1%	-11%	174%[activator]	-2%	1%	-10%	4%
N=c1c(S(=O)(=O)c2ccccc2)cc2c(=O)n3ccccc3nc2n1Cc1ccco1	-1.2	7.1µM*	-1%	18µM*	?	1%	828%[activator]	-22%	-15%
Cc1cc(NC(=O)CC2Oc3ccccc3NC2=O)ccc1Br (stereo not given)	-1.3	-3%	-18%	31%	127%[activator]	3%	-5%	7%	4%
CCCCN(C(=O)CNC(=O)c1cccs1)C(C(=O)NC1CCCCC1)c1cccnc1 (stereo not given)	0.2	2%	0%	2%	31%[activator]	-27%	-7%	-14%	-3%
O=C(C(c1ccccc1)c1ccccc1)N1CCN(Cc2ccccn2)CC1	-0.1	1%	-1%	8%	6%	-4%	4%	?	-13%
